Compound activity deposited in PubChem by National Center for Advancing Translational Sciences (NCATS).
TrxR1 substrate – is turned over as a substrate by rat TrxR1. purified TrxR1 substrate turnover, NADPH consumption readout. O89049. AID 588456. 390,000 tested, 0.01% active. Potency, µM (highest dose often 114 µM), for the others: top-dose activity change, negative = substrate turnover; note: potency is the fitted concentration of half-maximal effect; % is set by controls: 0 for no effect and ±100 for the full control effect; nearly all actives have a fitted effect of over 50% in size
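Rat TrxR1, dispensed at 90 nM, was prereduced with 400 uM NADPH (final) for 5 min at ~22 deg C, then incubated with compound 15 min before 400 uM selenite. A first-read NADPH fluorescence drop versus no-compound background flagged substrates.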
TRHR PAM – allosteric enhancers of human TRH receptor | TRHR cells, fluo-8 calcium fluorescence, EC20 TRH enhancement | enhancement, % at 2 µM | 360,000 tested, 0.66% active | AID 493056; in the data active = enhancement above about 30%; note: 0% is about no effect
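Enhancer read-out: after compound pinning and an initial kinetic agonist-mode read, an EC20 of TRH (10 nM final) was injected and fluo-8 calcium signal (Ex 480/Em 530) followed at 1 s/cycle for 100 cycles in TRHR-expressing cells.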
TRHR ag – activates the human TRH receptor. activation, % at 2 µM. P34981. TRHR cells, calcium flux fluo-8, FDSS agonist mode. 360,000 tested, 0.18% active. AID 493084; in the data active = activation above about 30%; note: 0% is about no effect
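Read-out: compound-evoked intracellular calcium rise in TRHR cells, fluo-8 dye, kinetic FDSS fluorescence at 1 s/cycle following a 10-cycle baseline. Cells cultured overnight before dye loading (30 min–1.5 h, RT).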
TrxR1 inh – blocks rat thioredoxin reductase 1 | recombinant rTrxR1, NADPH fluorescence consumption, selenite substrate | Potency, µM (series often up to 114 µM), inactives show at the highest dose activity change, negative = inhibition, hits mostly inhibitors | 390,000 tested, 1% active | AID 588453; note: potency is the fitted concentration of half-maximal effect; % is set by controls: 0 for no effect and ±100 for the full control effect; nearly all actives have a fitted effect of over 65% in size
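Rat TrxR1 (90 nM in the dispensed reagent) was pre-reduced with 400 uM NADPH for 5 min at room temperature, then incubated with compound for 15 min. After 400 uM selenite was added, NADPH fluorescence (Ex 340/Em 450 nm) was followed for 8 min.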
USP1-UAF1 inh – inhibitors of human USP1/UAF1 deubiquitinase; 390,000 tested, 0.23% active; recombinant USP1/UAF1, Ub-Rhodamine cleavage fluorescence; O94782; Potency, µM (titrated, usually from 57.1 µM), inactives show at the top dose activity change, negative = inhibition, actives largely listed as inhibitors; note: potency is the fitted concentration of half-maximal effect; % is set by controls: 0 for no effect and ±100 for the full control effect; nearly all actives have a fitted effect of over 60% in size; inactives centre near -12
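1 nM enzyme complex + cpd, 15 min RT; start with Ub-Rho 150nM final; kinetic fluorescence ex 480/em 540, 6 reads q60 s. Buffer 50mM HEPES pH 7.8, 0.5mM EDTA, 0.1 mg/ml BSA, 1mM TCEP, 0.01% Tween-20.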
IDH1 R132H inh – human IDH1 R132H inhibition. O75874. IDH1-R132H enzyme, NADPH consumption, diaphorase/resazurin fluorescence. Potency, µM (top dose mostly 76.6 µM), inactives show top-dose activity change, negative = inhibition, hits mostly inhibitors. 390,000 tested, 0.093% active; note: potency is the fitted concentration of half-maximal effect; % is set by controls: 0 for no effect and ±100 for the full control effect; nearly all actives have a fitted effect of over 65% in size
Target sequence (O75874 whole entry R132H, stated change not applied): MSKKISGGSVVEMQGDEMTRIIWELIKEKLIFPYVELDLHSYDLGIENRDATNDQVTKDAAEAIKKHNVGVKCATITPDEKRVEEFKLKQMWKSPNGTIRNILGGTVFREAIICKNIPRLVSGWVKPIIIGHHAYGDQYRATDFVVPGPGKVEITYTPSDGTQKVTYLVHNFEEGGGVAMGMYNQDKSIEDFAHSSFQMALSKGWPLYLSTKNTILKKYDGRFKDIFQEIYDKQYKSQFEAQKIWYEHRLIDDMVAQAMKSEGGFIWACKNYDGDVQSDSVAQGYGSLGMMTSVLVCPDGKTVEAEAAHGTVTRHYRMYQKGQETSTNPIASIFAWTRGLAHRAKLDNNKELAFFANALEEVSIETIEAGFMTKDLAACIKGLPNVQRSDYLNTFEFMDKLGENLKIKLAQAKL
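IDH1-R132H (0.5 ug/mL) preincubated 30 min with compound, then NADPH (0.016 mM) and alpha-KG (2 mM) added; 80 min at RT, pH 7.5. Remaining NADPH coupled via diaphorase/resazurin to fluorescence (540/590 nm); concentration-response curves normalized to no-enzyme control.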
D2 antagonist – antagonizes the human D2 dopamine receptor; 340,000 tested, 2% active; P14416; HEK293 TREx D2 cells, calcium flux, dopamine EC80; inhibition, % at 10 µM; AID 485344; in the data active = inhibition above about 30%; note: 0% is about no effect
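Measurement of antagonist activity uses fluorescent calcium dye in inducible HEK293 T-REx D2 cells: 10 s baseline, compound addition with 180 s read, EC80 dopamine addition with a further 180 s read.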
PI4K2A block – PI4K2A (human) kinase inhibition; activity change, negative = inhibition, % at 76.9 µM; purified PI4K2A, ADP-Glo luminescence, 1 h; active compounds read low; 420,000 tested, 0.13% active; in the data active = activity change below about -50%; inconclusive = mostly about -30% to -49%;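 note: -100% = wells without enzyme as full effect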
Target sequence (Q9BTU6 whole entry, looked up): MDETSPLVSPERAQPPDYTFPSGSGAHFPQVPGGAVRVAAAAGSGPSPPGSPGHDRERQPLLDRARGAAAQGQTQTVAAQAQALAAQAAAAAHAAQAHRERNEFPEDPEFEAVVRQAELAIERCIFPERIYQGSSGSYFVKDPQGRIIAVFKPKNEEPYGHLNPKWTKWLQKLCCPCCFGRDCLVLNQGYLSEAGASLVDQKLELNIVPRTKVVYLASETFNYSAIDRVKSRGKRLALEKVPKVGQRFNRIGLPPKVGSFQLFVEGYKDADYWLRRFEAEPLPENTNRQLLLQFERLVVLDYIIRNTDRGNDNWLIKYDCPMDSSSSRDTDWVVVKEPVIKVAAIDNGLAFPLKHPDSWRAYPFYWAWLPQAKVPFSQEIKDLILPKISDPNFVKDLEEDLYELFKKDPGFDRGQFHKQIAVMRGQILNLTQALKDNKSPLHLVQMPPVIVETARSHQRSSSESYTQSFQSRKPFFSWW
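In this quantitative HTS, ADP production by PI4K2A was quantified luminescently after 1 h at ambient temperature; 100 microM adenosine served as plate-quality control.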
D2 agonist – activates the human D2 dopamine receptor | HEK293 T-REx D2 cells, calcium flux agonist mode | activation, % at 2 µM | 340,000 tested, 0.53% active | AID 485358;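 active = activation over 3 SD above normal in the single-dose calcium agonist read, cut at about 30% in these data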; note: 0% is about no effect
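HEK293 Trex D2 cells, tetracycline-induced, o/n 30 C 5% CO2; no-wash Ca dye, RT 30–90 min; 10-cycle baseline, 23 nl cpd added, kinetic Ca read 180 s; agonist hits = positive Ca response.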
Active calls of the source: *; ? = inconclusive; · = no result given; & = joins results of further samples; [ ] = remark or other dose. Unless noted, calls come from the whole dose curve; as a rule, active = well fitted inhibition curve with a large enough effect; inconclusive = small, poorly fitted or top-dose-only effect; inactive = no such curve, though single readings can be large or run the other way.

SMILES	TrxR1 substrate	TRHR PAM	TRHR ag	TrxR1 inh	USP1-UAF1 inh	IDH1 R132H inh	D2 antagonist	PI4K2A block	D2 agonist
COc1ccc(C(=O)c2c(N)c(C(=O)Nc3cccc(OC)c3)c3ccccn23)cc1	16%	0	-0.1	5%	-7%	·	·	4	1.2
O=C(Cn1c(=O)oc2cc(S(=O)(=O)NCc3ccccc3)ccc21)NCc1ccccc1Cl	0%[57.1 µM]	-7	-0.3	18%[57.1 µM]	?	-15%	·	-1	0.3
O=C(NC(=S)Nc1ccccn1)c1ccc([N+](=O)[O-])cc1	-6%	5	0.0	2%	-4%	3%	·	0	·
CC1=C(C(=O)Nc2cc(Cl)ccc2C)C2(CCCCC2)OC1=O	-5%	7	0.2	3%	-13%	·	·	2	1.3
CCc1cccc(NC(=O)C2CCC(CNS(=O)(=O)c3csc(C(N)=O)c3)CC2)c1 (centres undefined)	-5%[57.1 µM]	-1	0.9	-1%[57.1 µM]	-19%	2%	·	-3	·
CC1(C)CC(O)C(C)(C)N1O (centres undefined)	17%[57.1 µM]	-5	0.4	20%	-7%	8%	-16	-1	0.0
C=CCn1c(=N)n(CC(=O)OC)c2ccccc21	7%[57.1 µM]	-2	0.1	5%[57.1 µM]	-6%	2%	·	10	·
CCOC(=O)C1(Cc2ccc(OC)cc2)CCN(C(=O)CN2CCOC2=O)CC1	3%	5	0.7	7%	-24%	0%	·	16	·
CC(C)(C)OC(=O)NCCC(=O)N/N=C/c1ccc2ncccc2c1	4%[57.1 µM]	1	-0.2	-3%[57.1 µM]	3%	1%	-6	4	-0.6
O=C(Nc1c2c(nc3ccccc13)CCCC2)c1ccccc1Br	7%[57.1 µM]	10	0.1	7%[57.1 µM]	-7%	6%	-1	6	-0.5
Cc1csc(NC(=O)CSc2nnc(-c3ccco3)n2C)n1	-7%	7	0.1	?	4%	9%	14	0	-0.8
COc1ccc(CCNC(=O)C(=O)NCC2OCCN2C(=O)c2ccc(Cl)cc2)cc1OC (centres undefined)	-4%	-10	0.4	-2%	-21%	6%	0	-3	0.4
O=C(O)C1CCCN1S(=O)(=O)c1cc(Cl)ccc1Cl (centres undefined)	4%	3	-0.2	-4%	-1%	2%	5	0	-0.3
CCOC(=O)c1[nH]c(C)c(CN(CCc2ccccc2)C(=O)CCC(=O)O)c1C	-1%	·	·	6%	-17%	6%	·	-4	·
CN1CCN(C(=O)C2CCN(S(=O)(=O)c3ccc4c(c3)oc(=O)n4C)CC2)CC1	4%	-3	0.5	16%	-31%	7%	1	3	1.0
CCc1ccc(CNC(=O)CC2C(=O)NCCN2Cc2ccccc2F)nc1 (centres undefined)	-4%	1	0.1	?	-26%	0%	5	5	-0.9
C=CCn1c(-c2ccc(S(=O)(=O)N3CCOCC3)cc2)csc1=Nc1ccccc1	-3%	2	0.4	-7%	-27%	5%	0	-1	0.5
Cc1ccc(C(=O)N/N=C/c2ccc3c(c2)OCO3)o1	-6%	-3	0.4	-2%	-14%	-3%	·	-5	·
CCCCC(=O)Nc1ccc(NC(=O)C(C)C)cn1	-3%	0	0.5	3%	-5%	5%	11	9	0.5
COc1cc2ccccc2cc1C(=O)OCC(=O)NC1CCS(=O)(=O)C1 (centres undefined)	58%	-7	-0.3	29%[57.1 µM]	-10%	5%	2	-4	1.5
CCc1nc(CN2CCN(c3cc(C(F)(F)F)ccn3)CC2)c(C)[nH]1	8%	6	0.8	29%	-20%	0%	-2	8	1.1
CCCCCN(C(=O)CCC(=O)OCc1cccc(F)c1)c1c(N)n(CCCC)c(=O)[nH]c1=O	7%	-3	0.2	19%	-19%	-3%	2	1	0.2
CCCC[C@@H]1C=C(C(=O)O)[C@H](c2ccc3c(c2)OCO3)N1S(=O)(=O)c1ccc(C)cc1	-2%	·	·	7%	-10%	3%	·	-4	·
COc1ccc(S(=O)(=O)N(C)CC(=O)N2CCC(C)CC2)cc1Cl	9%	-4	-1.0	15%	-12%	2%	3	-5	0.3
N#CC1(Nc2ccc([N+](=O)[O-])cc2)CCCC1	-3%[11.4 µM]	·	·	3%[11.4 µM]	-15%	3%	·	-3	·

New compounds follow
SMILES	TrxR1 substrate	TRHR PAM	TRHR ag	TrxR1 inh	USP1-UAF1 inh	IDH1 R132H inh	D2 antagonist	PI4K2A block	D2 agonist
Cc1ccc(C2=NNC(C(O)C(O)C(O)CO)S2)cc1 (centres undefined)	16%	-3	0.4	5%	-10%	-1%	-5	0	-1.6
CCOC(=O)c1c(NC(=O)C2CCCN(S(=O)(=O)c3ccc(C)cc3)C2)sc2c1CCCC2 (centres undefined)	-5%	3	0.2	8%	-17%	5%	2	-2	1.9
Oc1ccc(C2Nc3cccc4cccc(c34)N2)cc1	6%	11	0.2	?	-15%	-1%	10	-23	0.2
COc1cccc(C(=O)NC2CCCC2)c1	-9%	3	-0.3	-13%	-11%	-2%	-1	-1	-0.1
O=[N+]([O-])c1ccccc1S(=O)(=O)N1CCN(CC2CC=CCC2)CC1 (centres undefined)	7%[57.1 µM]	6	0.0	24%[57.1 µM]	-24%	0%	-1	1	-0.9
COC(=O)c1cc(OC)c(OC)cc1NC(=O)c1ccc(OC)c(OC)c1	87%[activator]	2	-0.9	?	-24%	2%	0	4	-0.2
Cc1ccc(NC(=O)CSc2nc(=O)n(CCCN3CCOCC3)c3c2CCCC3)cc1	-1%	1	-0.8	1%	-13%	0%	2	0	-2.0
NC12CC3CC(C1)CC(CO)(C3)O2	-7%	5	-0.8	-4%	-15%	4%	23	-1	-0.6
COc1cccc(C(=O)Nc2ccccc2C(=O)OCc2cc(=O)n3nc(C4CC4)sc3n2)c1	-6%[57.1 µM]	4	0.3	2%[57.1 µM]	?	-6%	·	1	·
Cc1ccc(CNC(=O)C2CCN(S(=O)(=O)c3ccc4nc5c(c(C(=O)O)c4c3)CC(C)CC5)CC2)cc1 (centres undefined)	3%&2%	15&-5	0.5&0.4	17%&2%	-19%&-15%	5%&1%	-14	1&-1	0.6&-0.4
CSc1ncc(Cl)c(C(=O)Nc2c(C(=O)c3ccc(C)c(F)c3)oc3ccccc23)n1	7%	1	0.4	32%	-20%	-10%	·	0	0.4
O=C(Nc1ccc2[nH]c(=O)[nH]c2c1)c1cccc([N+](=O)[O-])c1	-4%	-3	0.0	-3%	-5%	-3%	-3	-1	1.0
O=C(c1ccc2ccccc2c1)N1CCN(c2ccc(C(F)(F)F)cn2)CC1	-8%	7	0.8	1%	-26%	2%	-4	-1	0.4
COc1ccccc1NC(=O)Nc1ccc2[nH]c(=O)[nH]c2c1	-4%	4	-0.1	1%	-22%	9%	10	-2	0.5
O=C(N/N=C/c1ccc2c(c1)OCO2)c1ccn(Cc2ccc(Cl)cc2)n1	7%	2	-0.8	20%	-1%	10%	3	-3	0.7
CC(C)CCN1CCNC(=O)C1CC(=O)NCCCN1CCOCC1 (centres undefined)	4%	-6	0.6	6%	-17%	-14%	-20	2	-0.7
COc1ccccc1NNC(=O)C(O)(c1ccccc1OC)c1ccccc1OC	3%	-3	0.3	6%	-11%	2%	1	4	1.5
CN1CCN(c2nc3c(c(=O)n(C)c(=O)n3C)n2Cc2cccc3ccccc23)CC1	-3%	0	-0.9	-5%	-12%	0%	·	2	·
CCN1CCN(c2cc(C)c3cc(NC(=S)N(C)Cc4ccccc4)ccc3n2)CC1	1%	0	1.5	8%	-19%	0%	-10	6	0.9
COc1ccc(C2/C=C\CN(CC(C)C)CC(=O)N2Cc2cccc(F)c2)cc1 (centres undefined)	-5%	·	·	-14%	-19%	1%	·	-7	·
COc1ccc(C(=O)COc2ccccc2C#N)cc1	3%[57.1 µM]	6	-0.1	1%[57.1 µM]	-4%	7%	-2	-4	-0.3
COCCCn1cnc2c(c1=O)c1nc3ccccc3nc1n2-c1ccccc1	24%	16	-1.3	-5%[2.29 µM]	5%	-1%	-16	-6	1.2
Cn1c(=O)cc(OCCCC(=O)NCc2ccc3c(c2)OCO3)c2ccccc21	-9%	10	-0.8	10%[57.1 µM]	1%	2%	·	3	·
COc1cc2cc(CN(C(=O)NC3CCCCC3)C3CCCC3)c(=O)[nH]c2cc1OC	37%[activator][57.1 µM]	7	-0.5	-6%[57.1 µM]	-4%	-4%	-26	0	-0.3
Cc1[nH]n(-c2cccc(Cl)c2)c(=O)c1-c1ccc(Cl)cc1	-2%	-4	3.0	-2%	-23%	9%	11	-2	4.7
O=C(NC1CCNCC1)C1CC1	2%	3	0.9	-16%[57.1 µM]	-7%	-5%	23	-2	1.7
CC(C)(C)NC(=O)c1ccc(NC(=O)c2ccccc2-c2ccccc2C(=O)O)cc1	-1%	-13	1.3	25%[2.29 µM]	-11%	1%	-5	-3	-0.5
NC(=S)COc1ccccc1	2%[57.1 µM]	7	0.2	-1%[57.1 µM]	-2%	4%	-13	-2	0.6
Cc1cccc(NC(=O)Cn2nc3c4ccccc4n(Cc4ccccc4)cc-3c2=O)c1	0%	4	-0.7	11%	13%	5%	·	-5	0.4

Random excerpt: 5 records from the list.
SMILES	TrxR1 substrate	TRHR PAM	TRHR ag	TrxR1 inh	USP1-UAF1 inh	IDH1 R132H inh	D2 antagonist	PI4K2A block	D2 agonist
CC(C)CCN1CCNC(=O)C1CC(=O)NCCCN1CCOCC1 (centres undefined)	4%	-6	0.6	6%	-17%	-14%	-20	2	-0.7
Cn1c(=O)cc(OCCCC(=O)NCc2ccc3c(c2)OCO3)c2ccccc21	-9%	10	-0.8	10%[57.1 µM]	1%	2%	·	3	·
COc1ccccc1NC(=O)Nc1ccc2[nH]c(=O)[nH]c2c1	-4%	4	-0.1	1%	-22%	9%	10	-2	0.5
NC(=S)COc1ccccc1	2%[57.1 µM]	7	0.2	-1%[57.1 µM]	-2%	4%	-13	-2	0.6
COc1ccccc1NNC(=O)C(O)(c1ccccc1OC)c1ccccc1OC	3%	-3	0.3	6%	-11%	2%	1	4	1.5
